CRFR2-BP ag: CRF-BP/CRF-R2 complex agonism. HEK293 CRF-R2/CRF-BP, calcium dye fluorescence (FLIPR); percent of saturating CRF peptide response. activation, % at 13.2 µM. 350,000 compounds, 0.46% hits;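 active = activation of at least 50%, plus an integration ratio under a set limit after plate pattern correction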;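 note: plate controls were neutral control wells without compound for no effect and CRF at EC100 for full effect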
IDE cell inh: cellular human IDE inhibition; P14735; HEK cells, FAbetaB cleavage, fluorescence polarization; inhibition, % at 5.59 µM; 320,000 compounds, 0.41% hits; AID 434962;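 active = percent inhibition above the average of all tested compounds plus 3 SD, set per screening campaign, cut at about 16% in these data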;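 note: IDE supplied by intact live HEK cells; FP after avidin binding of uncleaved biotin substrate so inhibition keeps polarization high; 0% = DMSO wells and 100% = 60 µM reference IDE inhibitor Ii1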
M4 ag: CHRM4 agonism in calcium assay. activation, % at 3 µM. CHO-K1 hM4/Gqi5, Fluo-8 calcium fluorescence; vehicle 0%, full acetylcholine response 100%. P08173. AID 624127. 360,000 compounds, 0.14% hits;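 active = activation above the run mean over all test wells plus 3 SD, cut at about 32% in these data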;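 note: peak over basal fluorescence ratio per well then scaled between controls; 0% = DMSO wells and 100% = acetylcholine at EC100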
Target sequence (P08173 whole entry, looked up): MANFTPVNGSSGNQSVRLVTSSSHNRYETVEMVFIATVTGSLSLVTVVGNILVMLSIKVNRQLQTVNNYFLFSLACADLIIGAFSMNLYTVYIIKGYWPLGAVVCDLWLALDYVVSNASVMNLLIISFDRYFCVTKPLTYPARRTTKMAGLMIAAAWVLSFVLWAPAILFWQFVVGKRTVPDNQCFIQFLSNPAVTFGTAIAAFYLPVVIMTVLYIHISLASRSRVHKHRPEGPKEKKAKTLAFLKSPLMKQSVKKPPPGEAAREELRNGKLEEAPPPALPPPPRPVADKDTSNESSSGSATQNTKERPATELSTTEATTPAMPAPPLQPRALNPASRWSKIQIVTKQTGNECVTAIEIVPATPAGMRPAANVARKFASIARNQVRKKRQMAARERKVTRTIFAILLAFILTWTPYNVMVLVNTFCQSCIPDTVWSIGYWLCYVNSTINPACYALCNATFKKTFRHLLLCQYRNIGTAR
CRFR2-BP antag: blocks CRF-induced signaling of the CRF-BP/CRF-R2 complex; HEK293 CRF-R2/CRF-BP, CRF-induced calcium fluorescence; inhibition, % at 11.8 µM; 350,000 compounds, 0.59% hits; AID 588475;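 active = inhibition of the ligand-induced calcium signal above about 50% at the single tested concentration, limit read from the data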
M5 antag: blocks acetylcholine activation of human M5 receptor; inhibition, % at 3 µM; 360,000 compounds, 0.59% hits; P08912; CHO-hM5 cells, Fluo-8 calcium fluorescence, ACh EC80;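 active = inhibition above a per-plate cutoff, the mean of that plate's test compounds plus 3 SD, cut at about 27% in these data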;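 note: 0% = acetylcholine EC80 with DMSO and 100% = DMSO without agonist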
Target sequence (P08912 whole entry, looked up): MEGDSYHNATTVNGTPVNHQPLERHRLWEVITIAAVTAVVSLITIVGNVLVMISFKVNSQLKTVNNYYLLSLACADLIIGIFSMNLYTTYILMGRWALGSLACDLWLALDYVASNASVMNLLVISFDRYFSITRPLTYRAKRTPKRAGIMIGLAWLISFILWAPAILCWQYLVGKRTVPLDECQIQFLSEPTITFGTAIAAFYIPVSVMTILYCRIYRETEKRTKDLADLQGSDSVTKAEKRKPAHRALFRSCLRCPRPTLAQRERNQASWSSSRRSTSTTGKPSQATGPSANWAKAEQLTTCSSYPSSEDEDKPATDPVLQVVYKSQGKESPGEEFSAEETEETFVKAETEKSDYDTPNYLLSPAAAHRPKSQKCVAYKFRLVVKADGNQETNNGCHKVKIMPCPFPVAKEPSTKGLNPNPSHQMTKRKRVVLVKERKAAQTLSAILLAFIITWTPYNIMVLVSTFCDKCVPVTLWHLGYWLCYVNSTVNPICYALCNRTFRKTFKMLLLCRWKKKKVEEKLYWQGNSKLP
CHRM4 antagonist: CHRM4 antagonism in calcium assay. inhibition, % at 3 µM. CHO-hM4 cells, ACh EC80, Fluo-8 calcium fluorescence. AID 624125. 360,000 compounds, 0.73% hits;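 active = inhibition above its plate's cutoff, the mean inhibition of sample wells plus 3 SD, cut at about 27% in these data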;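 note: 0% = acetylcholine EC80 with DMSO and 100% = DMSO without agonist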
M4 PAM: potentiates acetylcholine response at human M4 receptor; 360,000 compounds, 0.4% hits; activation, % at 3 µM; CHO-K1 hM4/Gqi5, Fluo-8 calcium fluorescence, ACh EC20; 0% = ACh EC20, 100% = maximal ACh; P08173;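 active = activation above its plate's cutoff, the mean activation of sample wells plus 3 SD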; note: some results filed as inactive read as strong as hits
CHRM5 PAM: potentiates acetylcholine response at human M5 receptor. P08912. CHO-K1 hM5, Fluo-8 calcium, ACh EC20 PAM; 0% = ACh EC20, 100% = ACh EC100. 360,000 compounds, 0.3% hits. AID 624038. activation, % at 3 µM;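 active = activation above the run cutoff, the mean activation of all test compounds plus 3 SD, cut at about 18% in these data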
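Replicates: One well per compound, no replicates | System: Human M5 receptor in CHO-K1 cells | Benchmarks: Low control EC20 acetylcholine (0%), high control EC100 acetylcholine (100%) | Probe or stimulus: Acetylcholine, EC20 level | Times: Fluo-8 loading 80 min at 37 °C plus 30 min room temperature | Signal: Intracellular calcium via Fluo-8 fluorescence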
M5 ag: CHRM5 agonism in calcium assay; P08912; CHO-K1 hM5 cells, Fluo-8 calcium fluorescence; 0% DMSO wells, 100% maximal acetylcholine response; activation, % at 3 µM; 360,000 compounds, 0.19% hits;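 active = activation above the run's mean over test compounds plus 3 SD, cut at about 23% in these data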;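 note: signal is peak over basal fluorescence ratio across the kinetic read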
Numbers without * were called inactive; nt = no result given. Compounds were not picked by outcome, and some 2.9% of all compounds hit somewhere here.

SMILES	CRFR2-BP ag	IDE cell inh	M4 ag	CRFR2-BP antag	M5 antag	CHRM4 antagonist	M4 PAM	CHRM5 PAM	M5 ag
Cc1occc1-c1nnc(-c2cc([N+](=O)[O-])cc([N+](=O)[O-])c2)o1	-0.9	-6	17	16	10	8	-7	-8	2
O=c1c2ccccc2n2c(=S)[nH]nc2n1-c1ccccc1	0.0	4	1	-6	-1	3	-1	8	-2
COc1ccc2cc(C(=O)COC(=O)COc3ccc4c(C)cc(=O)oc4c3)ccc2c1	6.6	3	0	16	2	1	8	-2	-1
O=C(COc1ccc(Cl)cc1)NCCCNC(=O)c1cnccn1	-0.4	-3	2	-16	11	1	6	-3	-2
C/C(=N\NC(=O)CCCOc1ccc(Cl)cc1C)c1ccc(C)o1	-0.8	1	0	3	-1	8	3	3	-1
CCOc1ccc(S(=O)(=O)NCc2ccco2)c2ccccc12	-1.1	-2	1	-26	1	3	-4	-2	-1
O=C(NCc1ccccn1)Nc1ccc(Cl)cc1Cl	-1.1	0	0	-2	-12	9	6	10	-3
CCc1nc2ccccc2c(C(=O)OCC(=O)N(CCOC)c2c(N)n(Cc3ccccc3)c(=O)[nH]c2=O)c1C	0.9	nt	2	-13	-3	-19	15	-4	0
COC(=O)Cc1c(C)c2ccc(OC3CCCCC3=O)cc2oc1=O (stereo not given)	-0.7	nt	2	2	4	0	0	2	-4
CC(C)Oc1ccc(C2C(C(=O)c3ccco3)=C(O)C(=O)N2Cc2cccnc2)cc1 (stereo not given)	-0.2	3	0	22	1	1	15	-3	0
CSc1cccc(NC(=O)C2CCN(C(=O)c3ccccc3C)CC2)c1	-1.2	4	4	-31	3	-6	2	-4	0
CC(=O)Nc1ccc(Nc2c3c4c(cccc4n(C)c2=O)C(=O)c2ccccc2-3)cc1	31	3	8	-18	3	5	-9	-8	2
Cc1ccc(OCCn2ccnc2)c(C)c1	-1.0	11	1	-5	-7	-16	-2	3	-11
CC(OC(=O)C1CC2CCCC(C1)C2=O)C(=O)Nc1cccc([N+](=O)[O-])c1 (stereo not given)	-0.3	-3	3	9	2	-5	3	-4	1
O=C(COC(=O)c1ccc2c(c1)OCO2)Nc1ccccc1F	0.7	8	2	3	13	-4	4	-13	0

In the list so far, four have four or more nitrogen atoms:
SMILES	CRFR2-BP ag	IDE cell inh	M4 ag	CRFR2-BP antag	M5 antag	CHRM4 antagonist	M4 PAM	CHRM5 PAM	M5 ag
Cc1occc1-c1nnc(-c2cc([N+](=O)[O-])cc([N+](=O)[O-])c2)o1	-0.9	-6	17	16	10	8	-7	-8	2
O=c1c2ccccc2n2c(=S)[nH]nc2n1-c1ccccc1	0.0	4	1	-6	-1	3	-1	8	-2
O=C(COc1ccc(Cl)cc1)NCCCNC(=O)c1cnccn1	-0.4	-3	2	-16	11	1	6	-3	-2
CCc1nc2ccccc2c(C(=O)OCC(=O)N(CCOC)c2c(N)n(Cc3ccccc3)c(=O)[nH]c2=O)c1C	0.9	nt	2	-13	-3	-19	15	-4	0

Continued.
SMILES	CRFR2-BP ag	IDE cell inh	M4 ag	CRFR2-BP antag	M5 antag	CHRM4 antagonist	M4 PAM	CHRM5 PAM	M5 ag
CCOC(=O)C1=C(COC(=O)COc2cc(C)ccc2C)NC(=O)NC1C (stereo not given)	-0.6	6	7	-8	12	6	-6	-13	0
Cc1oc(-c2ccccc2F)nc1CS(=O)(=O)CC(=O)NC1CCCC1	-4.3	-8	20	-11	17	17	-9	-17	6
O=C(Nc1cc(F)ccc1F)c1ccc(-n2cncn2)c([N+](=O)[O-])c1	3.1	5	8	2	-3	-11	6	1	2
COc1ccccc1NC(C)C(=O)N/N=C/c1ccccc1OCc1cccc(Br)c1 (stereo not given)	-1.0	9	0	-4	-7	-3	-3	1	-1
O=C(CCc1ccccc1O)N/N=C/c1ccc(Sc2cccc3cccnc23)o1	0.4	-4	8	-5	5	4	-7	-6	-2
Cc1ccc(-c2nnn(CC(=O)Nc3ccc4nn(-c5ccccc5)nc4c3)n2)o1	2.1	3	2	-4	4	7	-5	6	-2
Cc1c(-c2ccnc3cc(C(=O)O)nn23)cnn1C	-1.8	5	1	-3	16	-2	1	-13	-4
C[C@H](CO)N1C[C@H](C)[C@@H](CN(C)C(=O)c2cnccn2)Oc2ncc(Br)cc2C1=O	-1.6	nt	0	-1	8	-8	9	-4	0
COC(=O)c1cn(N(C)c2ncc(C(F)(F)F)cc2Cl)c(=O)c2ccccc12	5.3	1	0	1	-1	-4	-4	2	-1
Cc1cc(N2CCC(C)CC2)nc2cccc(O)c12	-1.9	0	2	-9	-3	7	-10	-1	-3
S=C(N/N=C/c1cccs1)NC1CC2CCC1C2 (stereo not given)	2.1	8	-2	-31	7	-6	-4	-3	0
COc1cccc(C(c2ccccc2)N2C3CCC2CN(S(=O)(=O)c2ccc(F)cc2)CC3)c1 (stereo not given)	6.0	-2	0	3	-4	-17	3	4	1
Cn1ncc([N+](=O)[O-])c1C(=O)N/N=C/c1c[nH]c2ccccc12	-0.3	5	2	4	-6	-10	12	1	0
COc1ccc(-n2nnnc2C(CCSC)N2CCN(C/C=C/c3ccccc3)CC2)cc1 (stereo not given)	nt	nt	5	nt	8	5	-9	-5	-6
COc1ccc(CN(C#N)c2nc(SC)nc(N(C)C)n2)cc1	12	2	0	35	7	9	-1	-4	-8
Cc1ccc(C(=O)CCC(=O)OC(C)C(=O)NC2CCCCC2C)cc1 (stereo not given)	0.9	-1	-1	-10	6	-10	7	16	-1
S=C(c1ccc2c(c1)OCO2)N1CCCCCC1	-2.1	3	1	9	14	2	1	-6	-2
CC(C)(C)NC(=O)C(C1CC1)n1c(=O)c(-c2ccco2)nc2ccccc21 (stereo not given)	nt	nt	1	nt	1	-6	9	10	2
Cc1n[nH]c(=S)n(/N=C/c2cccs2)c1=O	0.6	-1	0	115*	13	1	0	-5	-3
CCC(CC)c1nnc(NC(=O)C2CSC3(C)CCC(=O)N23)s1 (stereo not given)	-1.7	5	0	2	0	2	-7	-1	5
Cc1ccccc1OC(C)C(=O)N1CCC(Cc2ccccc2)CC1 (stereo not given)	2.5	2	3	-13	0	4	0	-1	-2
Cc1ccccc1N1CCN(S(=O)(=O)c2ccc3ccccc3c2)CC1	2.8	-2	0	-1	-14	-14	2	11	1
COc1cc(/C=C2\C(=N)N3N=CSC3=NC2=O)ccc1OS(=O)(=O)c1ccccc1[N+](=O)[O-]	0.6	-1	2	4	-3	6	8	0	-2
CC(=O)c1cn(Cc2ccccc2)c(=O)n(Cc2ccc(F)cc2)c1=O	-0.2	3	1	-5	-1	-12	6	-7	-1
CCOc1ccc(CN(C)C(=O)c2cccnc2OCC)cc1OC	-1.3	-2	3	7	2	-2	3	0	0
COc1ccc(CC(=O)OCC(=O)Nc2ccc3c(c2)OCO3)cc1OC	-0.9	-8	0	10	3	5	-3	-2	-1
Cc1cc(C)c(C#N)c(SCC(=O)N2CCN(Cc3ccccc3)CC2)n1	-0.5	8	1	4	9	-1	-3	-2	-2
O=C(CCCC(=O)N1CCCc2ccccc21)N1CCCc2ccccc21	2.4	2	11	8	0	-4	0	-11	3
NC(=O)C1CCN(C(=O)Nc2ccccc2)CC1	-1.1	3	0	4	0	2	-6	-7	1
COc1ccc(NC(=S)N2CCC(C(=O)c3ccc(Cl)cc3)CC2)cc1	-0.1	nt	1	-2	4	2	1	4	1
CC1(Cc2ccc(Cl)s2)C(=O)Nc2c(Cl)ccc(Cl)c21 (stereo not given)	nt	nt	-2	nt	11	20	-10	-14	-2
COc1ccc(/C=N/N2C(=N)SCC2=O)cc1	0.2	0	1	0	13	0	11	-1	1
Cc1ccc(S(=O)(=O)N2CCC(C(=O)NCCN3CCOCC3)CC2)cc1C	0.9	1	3	-2	-2	-2	9	4	-3
COc1ccc(C(F)(F)F)cc1NC(=O)c1nc2nc(C)cc(C(F)F)n2n1	2.5	1	0	-7	-1	6	2	2	-1
COc1cc2ncnc(NCc3cc(F)ccc3F)c2cc1OC	-1.4	5	2	3	10	5	-10	-8	-1
Cc1cc(N2CCC(C)CC2)n2ncc(-c3ccccc3)c2n1	-2.4	3	-1	22	-11	-6	3	-6	-7
CC(=O)Nc1cccc(-c2ccnc3c2CC(C(=O)NCc2cccc(Cl)c2)O3)c1 (stereo not given)	nt	nt	6	nt	-8	-6	4	8	6
COc1ccc(C(=O)COC(=O)c2sc(C)nc2C)cc1F	0.0	0	7	6	5	-16	-2	-10	4
CC(=O)Nc1ccc(NC(=O)[C@H](C)NC(=O)c2ccco2)cc1	0.1	1	1	-2	7	10	-6	1	0
COc1ccc(NC(=O)CSc2nnc(-c3ccncc3)o2)c(OC)c1	0.2	6	0	3	6	-25	4	-9	-1
OCc1ccccc1-c1cccc2nccn12	nt	nt	1	nt	3	-8	-5	-4	0
Cc1c(/C=N/NC(=O)c2ccc(Br)o2)cnn1C	-1.0	2	0	-3	-6	18	-5	9	0
Cc1ccc(-n2c(=O)c(C#N)cc3c(=O)n4cccc(C)c4nc32)cc1	0.7	0	0	-7	-5	-10	10	5	-3
CCOC(=O)NC(=O)/C(N=Nc1cc(C)cc(C)c1)=C(\C)O	-1.5	1	0	-8	9	6	0	-1	-1
O=C(C1CC1)N1CCN(c2ccc([N+](=O)[O-])cc2)CC1	1.9	0	2	-4	2	-3	-5	6	1
O=c1c2ccccc2nc2ccc(N3CCOCC3)nn12	-1.1	-3	1	15	-8	3	6	-5	-3
CCN(CC(=O)Nc1c(F)cccc1F)C(=O)c1ccc(S(=O)(=O)N2CCC(C)CC2)cc1	-1.2	0	4	122*	2	-15	3	0	0
O=C(NCCc1ccc(F)cc1)Nc1ccc2c(c1)OCO2	-4.9	1	2	19	-5	4	3	-6	2
Cc1cc(N2C(=O)CC(Cc3ccc(Cl)cc3)C2=O)no1 (stereo not given)	-1.2	-7	1	10	2	3	1	-3	-1
CC(C)CCNC(=O)CCn1nc(-c2ccc(Cl)cc2)ccc1=O	-1.6	5	0	4	1	-2	4	3	-6
COc1ccc(CNC(=O)C(C)OC(=O)CO/N=C(\C)c2ccc3c(c2)OCO3)cc1 (stereo not given)	0.3	3	4	2	13	-4	-7	-8	0
COc1ccc(CCNC(=O)COC(=O)Cc2ccccc2[N+](=O)[O-])cc1	0.1	4	1	10	7	6	0	-1	1
CCc1nn(-c2ccccc2)c(=S)c2ccccc12	0.2	1	-2	11	-1	1	7	2	-4
COc1ccc(Cc2noc(CN(C)CC3CCN(Cc4ccccc4)CC3)n2)cc1OC	3.5	0	-1	18	0	6	-31	5	-17
CCN(CC(=O)NCc1ccco1)S(=O)(=O)c1ccc(OC)cc1	-1.8	-1	1	3	-2	11	-4	6	-3
CNC(=O)NC(=O)COC(=O)c1ccc(-n2c(C)ccc2C)cc1	-2.8	2	0	22	-4	-3	2	1	-2
Cc1cc(C)cc(NC(=O)c2cc(C)n(Cc3cccs3)c2C)c1	-1.9	1	-1	3	-2	0	2	-2	2
O=C(CN1C(=O)c2ccccc2C1=O)Nc1cc([N+](=O)[O-])ccc1O	-0.1	-1	2	8	-1	-1	6	2	1
O=[N+]([O-])c1c(Nc2ccccc2O)cc(N2CCOCC2)c2nonc12	-0.4	8	2	-7	-2	3	4	4	-1
CCc1nc2ccc(C(=O)NCCNC(C)=O)cn2c1N(CC)Cc1cccc(Br)c1	nt	nt	6	nt	1	-10	-1	-1	-1
O=C1C2CC3N1CCC31c3ccccc3-n3c1c2ccc3=O (stereo not given)	0.7	nt	6	7	-2	-12	1	0	2

High-throughput results as filed in PubChem.
